# From PubChem BioAssay
# OX1R FRET antag = blocks the human orexin 1 receptor; O43613; OX1R-expressing cells, FRET antagonist read-out; inhibition, % at 6.6 µM; 330,000 compounds, 1.8% hits; in the data active = inhibition mostly above about 38%, no sharp cut-off; inactive = mostly below about 40%;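 also: 0% = agonist challenge alone and 100% = reference antagonist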
# Target sequence (O43613 whole entry, looked up): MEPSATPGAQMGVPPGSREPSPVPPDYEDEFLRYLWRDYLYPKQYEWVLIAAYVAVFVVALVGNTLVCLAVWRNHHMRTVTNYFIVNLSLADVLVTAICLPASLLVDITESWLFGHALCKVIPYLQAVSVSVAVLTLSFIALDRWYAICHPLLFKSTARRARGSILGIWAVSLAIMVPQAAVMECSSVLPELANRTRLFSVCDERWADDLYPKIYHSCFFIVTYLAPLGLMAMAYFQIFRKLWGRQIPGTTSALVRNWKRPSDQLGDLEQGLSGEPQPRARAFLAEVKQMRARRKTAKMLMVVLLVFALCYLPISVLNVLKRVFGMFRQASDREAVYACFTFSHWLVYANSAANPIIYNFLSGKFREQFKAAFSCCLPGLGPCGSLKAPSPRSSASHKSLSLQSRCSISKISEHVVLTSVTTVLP
# STK33 inh = human STK33 kinase inhibition. 320,000 compounds, 0.073% hits. inhibition, % at 10 µM. Q9BYT3. AID 2661. purified STK33, MBP phosphorylation, ADP-Glo luminescence;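 active = inhibition at or above 25%, using the most active replicate where run in duplicate; inactive = inhibition below 25%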
# Target sequence (Q9BYT3 whole entry, looked up): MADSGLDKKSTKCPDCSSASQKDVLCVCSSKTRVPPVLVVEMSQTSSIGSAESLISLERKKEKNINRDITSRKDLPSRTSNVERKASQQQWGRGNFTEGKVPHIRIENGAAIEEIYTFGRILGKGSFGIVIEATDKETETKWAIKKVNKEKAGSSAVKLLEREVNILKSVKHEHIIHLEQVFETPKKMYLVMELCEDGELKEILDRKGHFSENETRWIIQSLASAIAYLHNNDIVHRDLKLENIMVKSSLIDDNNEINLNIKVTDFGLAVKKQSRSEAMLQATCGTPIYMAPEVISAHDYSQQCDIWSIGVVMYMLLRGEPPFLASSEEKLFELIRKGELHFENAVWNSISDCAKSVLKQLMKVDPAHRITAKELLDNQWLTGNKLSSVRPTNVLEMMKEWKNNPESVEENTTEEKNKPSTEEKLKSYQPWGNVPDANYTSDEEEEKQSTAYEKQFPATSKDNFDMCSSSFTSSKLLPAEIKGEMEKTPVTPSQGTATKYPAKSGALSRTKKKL
# An asterisk follows results filed as active; x = not tested or not shown. Compounds were not picked by outcome; 1.8% or so of the library scored in one or more.
entry	Structure	OX1R FRET antag	STK33 inh
1	CCOC(=O)c1c(C)c(C(=O)NC(C)COC)c(C)n1CC (configuration not stated)	11	-0.4
2	CN1CCC(N(C)S(=O)(=O)c2ccc(NC(=O)COc3ccc(F)cc3)cc2)CC1	19	-0.7
3	Cc1cc2oc(=O)cc(CN3CCC(C)CC3)c2cc1C	-4	-0.5
4	CN(C)c1ccc(P(=O)(Nc2ccc([N+](=O)[O-])cc2)N2CCOCC2)c(NC(=O)c2cccs2)c1 (configuration not stated)	9	-0.6
5	Cc1cc(NC(=O)COC(=O)c2ccc(C)c(C)c2)no1	5	-1.4
6	CCc1c(C)sc2nc(C(C)C)nc(SCC(=O)N3CCc4ccccc4C3)c12	13	-0.1
7	CCCc1nc2c(C)cc(-c3nc4ccccc4n3C)cc2n1Cc1ccc(-c2ccccc2C(=O)O)cc1	19	-1.7
8	CN1CCN(S(=O)(=O)c2ccc(NC(=O)c3ccc(Br)s3)cc2)CC1	-1	2.0
9	C[C@@]12C(=O)N(CCc3c[nH]c4ccccc34)CC(=O)N1[C@H]1c3ccccc3OC[C@@H]1[C@@H]2c1ccccc1	2	-1.3
10	COC(=O)c1ccc2c(CCO)c[nH]c2c1	2	-0.4
11	CC1(C)CC(NC(=O)c2ccccc2)CC(C)(C)N1	5	0.0
12	COc1ccc(Br)c(C(=O)OCc2cc(=O)oc3cc(C)ccc23)c1	16	-0.9
13	COc1ccc(N(C)S(=O)(=O)c2cccc(C(=O)Nc3nc4ccccc4[nH]3)c2)cc1	20	-0.3
14	O=c1c2ccccc2nnn1COc1ccc(Cl)cc1Br	27	x
15	CC(=O)Nc1ccc(S(=O)(=O)Nc2nc3nc(-c4ccccc4)cc(-c4ccccc4)n3n2)cc1	1	0.2
16	N#Cc1ccccc1OCC(=O)OCC(=O)c1ccc[nH]1	6	-0.4
17	CC(C)(C)OC(=O)N1CCC(C(=O)O)CC1	21	0.5
18	CCOc1ccc(NC(=O)c2cccc(-n3cccc3)c2)cc1S(=O)(=O)N1CCOCC1	2	0.8
19	CC(=O)N1N=C(c2ccc(Br)cc2)OC12CCCC2	8	-1.8
20	C=CCN1C(=NC(=O)COc2ccccc2)SC2CS(=O)(=O)CC21 (configuration not stated)	7	-4.4

# Some of these compounds in order of molar mass, rising.
entry	Structure	OX1R FRET antag	STK33 inh
10	COC(=O)c1ccc2c(CCO)c[nH]c2c1	2	-0.4
5	Cc1cc(NC(=O)COC(=O)c2ccc(C)c(C)c2)no1	5	-1.4
1	CCOC(=O)c1c(C)c(C(=O)NC(C)COC)c(C)n1CC (configuration not stated)	11	-0.4
14	O=c1c2ccccc2nnn1COc1ccc(Cl)cc1Br	27	x

# (continued)
entry	Structure	OX1R FRET antag	STK33 inh
21	CC1(C)CC(=O)C=C(NCCN2CCN(C(=S)Nc3ccccc3)CC2)C1	-2	0.5
22	C=CCN1CCN(Cc2cnc(Cl)s2)CC1	5	0.2
23	CCC(C)NC(=O)CC(NS(=O)(=O)c1ccc(C)cc1)c1ccc(OC)cc1 (configuration not stated)	30	-1.6
24	CCCCNC(=O)NS(=O)(=O)c1cnccc1Sc1ccc(Cl)cc1	21	-0.7
25	COc1ccc(C)cc1NC(=O)CCNC(=O)Cn1ccc2ccccc2c1=O	23	0.2
26	O=C(O)/C=C/c1ccccc1Oc1ccccc1	11	0.0
27	CC(=O)N(/N=C1\Sc2ccccc2C1=O)c1ccc(C)cc1C	56	-0.6
28	CC(=O)c1cccc(S(=O)(=O)N2CCn3cccc3C2C)c1 (configuration not stated)	10	1.0
29	CC(C)c1nc(CNC(=O)C2CCC(=O)N(CCc3cccc(F)c3)C2)cs1 (configuration not stated)	x	-1.6
30	O=C(Cc1cccs1)N/N=C/c1ccccn1	-3	-1.7
31	COc1ccccc1OCC(=O)N1CCCCCCC1	4	-1.1
32	Cc1c(Cl)cccc1NC(=O)CSc1nc2ncc(Cl)cc2[nH]1	3	-1.0
33	O=C(Nc1ccc(Oc2ccccc2)nc1)C1CCCCN1Cc1cccc(OCCO)c1 (configuration not stated)	7	0.0
34	CCc1nnc(N2C(=O)c3ccc(Oc4ccc([N+](=O)[O-])cc4)cc3C2=O)s1	20	-0.2
35	COCCn1c(CCC(=O)O)nc2c1c(=O)[nH]c(=O)n2CC(C)C	16	-3.6
36	COc1cc(/C=N/NC(=O)C2COc3ccccc3O2)cc(OC)c1OC (configuration not stated)	19	-0.9
37	CCOC(=O)CSc1nc(NCc2ccco2)c2ccccc2n1	12	0.8
38	COc1cccc(CNC(=O)Cn2nc(C)c([N+](=O)[O-])c2C)c1	2	-1.9
39	NS(=O)(=O)c1ccc(NC(=S)N2CCN(C(=O)C3CCCO3)CC2)cc1 (configuration not stated)	10	-0.2
40	O=C(Nc1cccc(C(F)(F)F)c1)c1cccnc1	6	0.2

# In a second layout: results already given.
# Every second line gives: OX1R FRET antag | STK33 inh
28	CC(=O)c1cccc(S(=O)(=O)N2CCn3cccc3C2C)c1 (configuration not stated)
  10 | 1.0
32	Cc1c(Cl)cccc1NC(=O)CSc1nc2ncc(Cl)cc2[nH]1
  3 | -1.0

# More records.
entry	Structure	OX1R FRET antag	STK33 inh
41	CCN1CCN(C(=O)N(c2ccccc2)c2ccccc2)CC1	1	-0.3
42	CSc1n[nH]c(NCc2cccs2)n1	0	-1.3
43	COc1ccccc1CNc1nc2nc(C)cc(=O)n2[nH]1	12	-0.7
44	CC(C)(C)S(=O)c1cccs1 (configuration not stated)	14	1.9
45	COc1ccc2cc3cc(C(=O)NCCC(C)C)oc3nc2c1	1	0.5
46	Cc1ccc(S(=O)(=O)N(C)C)cc1NC(=O)C(C)OC(=O)/C=C/c1cccs1 (configuration not stated)	19	-1.0
47	COC(=O)c1cc(=O)c2c(C)nc(C(Cl)(Cl)Cl)nc2[nH]1	79*	0.9
48	C=CCn1cnc2sc(C(=O)Nc3ccccc3OC)c(C)c2c1=O	36	x
49	OCCN1CCN(c2ncnc3sc4c(c23)CCCC4)CC1	4	1.4
50	O=C1NC2(CCC3(CC2)OCCO3)NN1c1ccc(Cl)cc1	2	-1.5
51	COC(=O)CNC(=O)Cn1c(=O)n(Cc2ccc(F)cc2)c(=O)c2sccc21	44	-1.3
52	Cn1cc(Br)cc2nc(C(F)(F)F)nc1-2	17	0.5
53	CCN(CC)c1ccc(C(=O)Nc2cccc(F)c2)cc1	33	0.2
54	CN1CCCC(OC(=O)CCCC(=O)OC2CCCN(C)C2)C1 (configuration not stated)	5	-0.8
55	Cc1nc(CN2CCOCC2)cc(=O)[nH]1	18	-0.1
56	CC1CC(C)CN(S(=O)(=O)c2ccc3c(c2)oc(=O)n3CC(=O)NCc2cccnc2)C1 (configuration not stated)	9	-1.3
57	COCC(C)NC(=O)CCS(=O)(=O)c1nc(-c2ccc(OC)cc2)cc(C(F)(F)F)n1 (configuration not stated)	18	1.6
58	Cc1cccc(-c2nnc(SCC(=O)c3ccc(O)cc3O)n2C)c1	8	1.9
59	COCCN(CC(=O)NCc1ccc2c(c1)OCO2)C(=O)CCC(=O)Nc1nccs1	17	-0.9
60	COC(=O)c1c(NC(=S)NNC(=O)c2ccc(Cl)s2)sc(C(=O)N(C)C)c1C	31	-1.6

# An excerpt from above in order of their number in OX1R FRET antag, high to low.
cpd	SMILES	OX1R FRET antag
48	C=CCn1cnc2sc(C(=O)Nc3ccccc3OC)c(C)c2c1=O	36
60	COC(=O)c1c(NC(=S)NNC(=O)c2ccc(Cl)s2)sc(C(=O)N(C)C)c1C	31
57	COCC(C)NC(=O)CCS(=O)(=O)c1nc(-c2ccc(OC)cc2)cc(C(F)(F)F)n1 (configuration not stated)	18
44	CC(C)(C)S(=O)c1cccs1 (configuration not stated)	14

# Additional compounds
entry	Structure	OX1R FRET antag	STK33 inh
61	O=C(CCN1C(=O)c2cccc3cccc(c23)C1=O)NCC1CCCO1 (configuration not stated)	92*	0.4
62	COc1ccc(N(C(=O)Cn2nnc3ccccc32)C(C(=O)NCc2ccco2)c2ccncc2)cc1 (configuration not stated)	16	-0.7
63	CC(C)=CCN1CCN(Cc2ccc(N3CCNC3=O)cc2)CC1CCO (configuration not stated)	3	-0.8
64	COc1ccc(OC)c(S(=O)(=O)N2CCC(C(=O)NCc3ccccc3OC)CC2)c1	3	-4.6
65	COc1ccc(CC(=O)N2CCN(c3ccccc3)CC2)cc1OC	1	-1.3
66	COc1ccc(NC(=O)C2CCN(S(=O)(=O)c3c(C)noc3C)CC2)cc1OC	12	0.8
67	CC12CCC(=O)N1C(C(=O)N1CCN(S(=O)(=O)c3ccccc3F)CC1)CS2 (configuration not stated)	16	-1.8
68	CCN1CCCC1CNC(=O)Cn1cccc1C(=O)c1ccccc1 (configuration not stated)	10	-2.1
69	Cn1cc(/C=C(\C#N)C(=O)Nc2ccccc2O)c2ccccc21	68*	0.2
70	CCCOc1ccc(S(=O)(=O)N2CCCC2)cc1[N+](=O)[O-]	15	-0.9
71	O=C(Nc1ccncc1)c1cc(S(=O)(=O)N2CCN(c3ccccc3)CC2)ccc1Cl	20	-0.5
72	CCOC(=O)C1CCN(C(=O)c2cccc(S(=O)(=O)N3c4ccccc4CC3C)c2)CC1 (configuration not stated)	3	-1.7
73	CCCC(=O)OCC(=O)c1[nH]c(C)c(C(C)=O)c1C	4	-0.8
74	N#Cc1c(-c2ccccc2F)cc(-c2cccnc2)nc1N	24	0.2
75	Cc1ccc(CNC(=O)c2cc3c(=O)n4ccccc4nc3n(CC3CCCO3)c2=N)cc1 (configuration not stated)	66*	-1.5
76	COc1ccc(NC(=O)[C@@H]2CC=C[C@@H]3CCN(Cc4ccccc4)C(=O)[C@@H]32)cc1	41	-0.6
77	CC(C)(C)N(NC(=O)Nc1ccc(Cl)cc1)C(=O)c1ccccc1	11	-0.3
78	N#CCC(=O)N/N=C/c1cc([N+](=O)[O-])ccc1N1CCCC1	21	-1.7
79	CC(=O)OCCCNc1cc(Sc2ccc(C)cc2)c2nonc2c1[N+](=O)[O-]	18	-0.6
80	Cc1cc(Br)ccc1SCC(=O)OCC(=O)Nc1ncc(C(F)(F)F)cc1Cl	21	-2.5
81	CCOc1ccc(C(=O)NC2CCN(C(=O)NCc3ccccc3)CC2)cc1	5	9.8
82	COc1ccccc1CN=C1NC(=O)C(CC(=O)Nc2ccc(C(C)=O)cc2)S1 (configuration not stated)	4	-0.8
83	Cc1cc2oc(=O)cc(CN3CCCCC3)c2cc1C(C)C	19	0.4
84	Cc1cccc(NC(=O)Cn2cnc3ccccc3c2=O)c1C	20	0.5
85	CC1=NN(c2ccccc2)C(=O)C1c1ccccc1 (configuration not stated)	2	0.0
86	COC(=O)c1c(NC(=O)CCC(=O)O)sc2c1CCCCC2	19	0.4
87	CCOc1ccccc1NC(=O)CSc1nnc(Cc2cccn2C)n1-c1ccc(F)cc1	14	4.7
88	CCOP(=O)(O)c1ccccc1OCCCCCOc1ccccc1P(=O)(O)OCC	9	-0.2
89	COc1ccc(C(CC(=O)Nc2ccc(C)cc2)NC(=O)C(F)(F)F)cc1 (configuration not stated)	8	-0.6
90	O=C(/C(=C/O)N=Nc1ccc(Cl)cc1)c1ccncc1	34	1.1
91	C=CCOc1ccc2ccccc2c1CNc1ncn[nH]1	8	-1.6
92	COc1ccc(Cl)cc1N(C(=O)c1ccco1)C(C(=O)NC1CCCC1)c1cccnc1 (configuration not stated)	15	1.2
93	CNS(=O)(=O)c1cccc(C(=O)NCC(c2cccs2)N2CCOCC2)c1 (configuration not stated)	21	-0.2
94	c1ccc(CNc2cncnc2)cc1	1	-1.0
95	COc1ccc(OC)c(-n2c(C)ccc2-c2ccc(S(C)(=O)=O)cc2)c1	5	-1.7
96	COc1cc2c(C(=O)N3CCN(C)CC3)c(C)n(-c3ccccc3)c2cc1Br	6	-0.5
97	CC(C)C(=O)Nc1cccc(NC(=O)c2cccc([N+](=O)[O-])c2)c1	11	1.5
98	COc1ccc(CC(=O)Nc2cc(=O)n(C)c(=O)n2C)cc1OC	5	0.9
99	O=C(CCS(=O)(=O)c1ccccc1)Nc1nnc(C(F)(F)F)s1	12	-0.1
100	CC(C)CC1Nc2ccc(C(=O)NCCCN3CCCCC3C)cc2NC1=O (configuration not stated)	15	-0.2
101	COc1ccc([N+](=O)[O-])cc1NC(=O)Cn1ccsc1=N	17	1.2
102	CC(Sc1nc2c(c(=O)n(C)c(=O)n2C)n1Cc1cc2c(cc1Cl)OCO2)C(=O)O (configuration not stated)	13	-0.6
103	COc1ccc(C(=O)Nc2ccncc2)cc1[N+](=O)[O-]	x	-2.4
104	CC(=O)NC1C(=O)N(CCN2CCOCC2)c2ccc(F)cc21 (configuration not stated)	x	0.7
105	O=C(Nc1cc(Cl)ccc1-n1cncn1)c1cc(S(=O)(=O)N2CCOCC2)ccc1F	9	-0.6
106	O=C(COC(=O)c1ccc([N+](=O)[O-])s1)NCc1ccc(F)cc1	89*	-1.2
107	CSc1nc2ccc(S(=O)(=O)N3CCCCC3)cc2s1	26	-0.8
108	COc1ccc(S(=O)(=O)c2c(O)c3ccc(C(=O)Nc4ccccc4)cc3[nH]c2=O)cc1	10	0.3
109	Cc1ccc(C(=O)O/N=C(\N)c2ccc(C(F)(F)F)cn2)cc1	-5	-0.7
110	COc1ccc(CCNC(=O)c2cc(-c3ccccc3)on2)cc1OC	-2	-3.7
111	O=C(COc1ccccc1Cl)Nc1ccc(CN2CCCCC2)cc1	44	-0.6
112	O=C(CCNC(=O)N1CCn2c1nc1ccccc12)NCc1ccccc1Cl	29	-1.2
113	CNC(=O)/C(C#N)=C/c1c(N2CCN(c3ccccc3)CC2)nc2c(C)cccn2c1=O	6	-0.4
114	COC(=O)c1sccc1-n1cccc1C(=O)C(=O)N1CCCC1	9	-1.9
115	O=C(c1cc2ccccc2c(=O)o1)N1CCCCCC1	9	-1.0
116	COC(=O)C1=CNC=C(C(=O)OC)C1c1ccccc1Cl	8	-0.2
117	Cc1ccccc1S(=O)(=O)NCc1ccc(N2CCN(C)CC2)cc1	11	-1.4
118	COc1cccc(-c2nc3ccc(C(=O)NC(C)Cc4cccnc4)cc3o2)c1 (configuration not stated)	35	0.0
119	O=C(NCC1CCCO1)c1cccc(Br)c1 (configuration not stated)	18	0.3
120	Cc1ccc(C)c(-n2c(-c3cccnc3)n[nH]c2=S)c1	8	0.8
